# Screening data: PubChem, several laboratories
# EBV gp42 inh: Epstein-Barr virus gp42 inhibitors, primary screen, biochemical, uHTS, fluorescence polarization. 220,000 tested, 0.42% active. Glycoprotein 42 (Epstein-Barr virus (strain AG876)), Q1HVG2. Fluorescence polarization binding assay, mP read-out. inhibition, % (tested at 21.74 µM); in the data active = inhibition above about 50%
# TbHK1 inh: Trypanosoma brucei hexokinase 1 inhibitors, primary screen, biochemical, G6PDH-coupled NADH absorbance, MLSCN library; hexokinase 1 [Trypanosoma brucei]; recombinant TbHK1, G6PDH-coupled NADH A340; inhibition, % at 10 µM; 220,000 tested, 0.11% active; AID 1430, 2008;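 active = inhibition of 50% or more in the single-dose primary screen; inactive = inhibition below 50%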
# NCF1 inh: p47phox/p22phox peptide binding inhibitors, primary screen, biochemical, uHTS, NADPH oxidase regulatory subunit | inhibition, % at 24.7 µM | fluorescence polarization, 2 h | 220,000 tested, 0.53% active | Neutrophil cytosol factor 1 (Homo sapiens), P14598;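 active = inhibition above about 30%, limit read from the data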;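 note: 0% = p47phox with labelled peptide and 100% = labelled peptide alone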
# p97 inhibitor: inhibitors of human p97 ATPase, primary screen, biochemical; recombinant p97 ATPase, Kinase-Glo ATP luminescence, 3 h; inhibition, % at 8 µM; 220,000 tested, 0.42% active; AID 1481, 2009; in the data active = inhibition above about 15%;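 note: 0% = DMSO vehicle and 100% = wells lacking enzyme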
# Target sequence (P55072 whole entry, looked up): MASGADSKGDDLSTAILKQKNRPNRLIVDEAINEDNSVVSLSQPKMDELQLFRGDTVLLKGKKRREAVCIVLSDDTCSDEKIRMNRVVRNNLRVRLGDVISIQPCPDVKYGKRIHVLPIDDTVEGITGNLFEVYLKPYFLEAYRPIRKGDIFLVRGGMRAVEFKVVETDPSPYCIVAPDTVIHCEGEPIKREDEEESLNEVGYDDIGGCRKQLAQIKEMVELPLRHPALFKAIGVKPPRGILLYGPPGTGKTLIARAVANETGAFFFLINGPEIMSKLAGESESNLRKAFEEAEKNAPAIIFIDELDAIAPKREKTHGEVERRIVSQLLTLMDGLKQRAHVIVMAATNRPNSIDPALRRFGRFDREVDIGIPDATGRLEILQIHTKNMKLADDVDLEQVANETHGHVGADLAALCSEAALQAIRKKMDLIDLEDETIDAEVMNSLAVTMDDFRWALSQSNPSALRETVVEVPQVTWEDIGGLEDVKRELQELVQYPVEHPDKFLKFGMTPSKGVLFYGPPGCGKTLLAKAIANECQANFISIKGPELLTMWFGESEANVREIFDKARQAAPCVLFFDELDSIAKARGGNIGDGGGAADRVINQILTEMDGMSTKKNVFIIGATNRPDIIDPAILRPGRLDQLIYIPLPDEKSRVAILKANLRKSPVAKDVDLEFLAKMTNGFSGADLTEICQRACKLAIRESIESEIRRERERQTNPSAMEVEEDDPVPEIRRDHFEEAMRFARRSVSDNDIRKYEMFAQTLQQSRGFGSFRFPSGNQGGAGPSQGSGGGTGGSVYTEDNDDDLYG
# Furin inhibitor: human furin inhibitors, primary screen, biochemical, fluorescence intensity | P09958 | purified furin, fluorogenic substrate cleavage | AID 463115, 2010 | inhibition, % at 30 µM | 220,000 tested, 0.061% active; in the data active = inhibition above about 25%; note: inactives centre near -15
# Runt-SMMHC FRET: inhibitors of RUNX1 Runt–CBFb-SMMHC binding, primary screen, biochemical, FRET, Cerulean-Runt, Venus-CBFb-SMMHC, uHTS; Runt-related transcription factor 1 (Homo sapiens) + Core-binding factor subunit beta …; inhibition, % at 20 µM; 220,000 tested, 0.74% active; Cerulean-Runt/Venus-CBFb-SMMHC FRET ratio 530/480, 1 h; AID 1434, 2008;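 active = mean inhibition across duplicate retests at 20 µM reaching about 50%, limit read from the data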;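 note: 0% = DMSO wells and 100% = wells with excess untagged CBFb-SMMHC; inhibitors lower the FRET ratio by blocking Runt binding to CBFb-SMMHC; some results filed as inactive read as strong as hits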
# RBBP9 inhibitor: human RBBP9 inhibitors, primary screen, biochemical, fluorescence polarization, FP-Rh probe, HTS; inhibition, % at 7.94 µM; Serine hydrolase RBBP9 (Homo sapiens), O75884; recombinant RBBP9; 220,000 tested, 0.2% active;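 active = inhibition above the campaign mean of all tested compounds plus 3 SD, cut at about 14% in these data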;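 note: plate controls were DMSO wells with RBBP9 for no effect and wells lacking RBBP9 protein for full effect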
# Target sequence (O75884 whole entry, looked up): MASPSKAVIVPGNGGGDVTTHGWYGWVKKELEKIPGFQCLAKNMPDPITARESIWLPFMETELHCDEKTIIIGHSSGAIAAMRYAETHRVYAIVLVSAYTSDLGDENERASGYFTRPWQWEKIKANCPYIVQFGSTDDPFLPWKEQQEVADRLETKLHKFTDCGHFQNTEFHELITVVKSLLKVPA
#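 Controls: DMSO-treated enzyme wells and wells lacking RBBP9 | Material: RBBP9 protein | Technique: Fluorescence polarization | Replication: Single well per compound, no replicates | Buffer or medium: Tris-NaCl-Pluronic buffer, pH 8.0 | Timing: 30 min compound preincubation, 45 min probe labeling, 25 °C | Read-out basis: Percent inhibition from mP, scaled between DMSO and no-protein wells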
# Runt-CBFb FRET: inhibitors of RUNX1 Runt–CBFb binding, primary screen, biochemical, FRET, Cerulean-Runt, Venus-CBFb, uHTS; Runt-related transcription factor 1 (Homo sapiens) + Core-binding factor subunit beta …; Cerulean-Runt/Venus-CBFb FRET ratio 530/480, 1 h; inhibition, % at 20 µM; 220,000 tested, 0.46% active; AID 1496, 2009;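 active = inhibition over about 50% at 20 µM in the single-dose screen, limit read from the data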;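 note: 0% = DMSO wells and 100% = excess unlabeled CBFb competitor control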
#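 Measured by: fluorescence energy transfer, 422 nm excitation, 530/480 nm emission; test system: Cerulean-tagged RUNX1 Runt domain (FRET donor) fusion protein; buffer or medium: Tris pH 7.5 buffer with BSA; compound: one dose, 20 µM compound, 1% DMSO; times: two 1 h room-temperature incubations shielded from light; benchmarks: unlabeled CBFb 5 µM, positive control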
# Calpain2 inh: inhibitors of pig calpain II, primary screen, biochemical, fluorogenic peptide substrate, 1536-well | inhibition, % at 16 µM | purified calpain II, 30 min | AID 1236, 2008 | 220,000 tested, 0.37% active;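 active = inhibition above about 50%, limit read from the data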
# Numbers without * were called inactive; nt = not tested or not shown; [ ] = dose if it differs, or a comment. No enrichment for hits. About 2.7% of those tested had a hit in this group.
1. Cc1cc(NS(=O)(=O)c2ccc(NC(=O)C(c3ccccc3)c3ccccc3)cc2)no1
2. Cc1ccccc1/C=N/Nc1ccnc2cc(Cl)ccc12
3. C=CCn1c(=N)n(CC(=O)c2ccc(OC)cc2)c2ccccc21
4. O=C(O)CCCNc1c(C(=O)Nc2ccc(Cl)cc2)cc([N+](=O)[O-])cc1[N+](=O)[O-]
5. C=CCn1c(SCC(=O)Nc2c(C)cccc2C)nnc1-c1cnccn1
6. COc1ccc(OC)c(NC(=O)CSc2nnc(Cc3cccn3C)n2CCc2ccccc2)c1
7. Cc1ccc(Cl)cc1N1CCN(C(=O)COc2ccc(S(=O)(=O)NC(C)C)cc2)CC1
8. NNC(=O)CSCc1nc(-c2ccccc2)cs1
Assay by compound	1	2	3	4	5	6	7	8
EBV gp42 inh	-10	-35	-21	-3	-5	3	-13	-1
TbHK1 inh	3	-2	2	-21	28	-3	-9	-6
NCF1 inh	-3	-1	-4	-12	-6	-8	-8	1
p97 inhibitor	-9	1	7	2	2	-3	5	6
Furin inhibitor	-12[20 µM]	-10	-23	-4	-6	-14	-29	-2
Runt-SMMHC FRET	-1	-34	-2	-2	5	4	-3	-1
RBBP9 inhibitor	-16	-7	-4	-5	-8	-5	3	-4
Runt-CBFb FRET	-3	-23	1	-1	2	-3	-3	-2
Calpain2 inh	6	-24	6	10	-5	0	-12	-14

9. O=C(NCCCn1ccnc1)C(=O)NC1CCCCC1
10. CCn1c(SCC(=O)N/N=C(\C)c2ccncc2)nnc1-c1ccccc1
11. CCO[C@H]1OC(C(=O)N2CCN(Cc3ccccc3)CC2)=C[C@@H](c2cn(C(C)=O)c3ccccc23)[C@@H]1CCCO
12. Cc1cc(C(=O)O)c(C)n1Cc1ccncc1
13. Cc1cc2nc3c(c(=O)n2[nH]1)CCCC3
14. Cc1ccc(NC(NC(=O)c2cccs2)C(Cl)(Cl)Cl)cc1C (stereo not given)
15. C=CCc1c(O)c(CC)cc2c(C)cc(=O)oc12
16. COc1ccc(/C=N/n2cnnc2SCc2ccc(OC)cc2)cc1
Assay by compound	9	10	11	12	13	14	15	16
EBV gp42 inh	-1	-5	-9	-3	-14	-1	-2	-9
TbHK1 inh	8	-6	-5	-3	-4	-5	-21	-10
NCF1 inh	-5	0	nt	-4	-8	-1	-2	-7
p97 inhibitor	-4	7	-4	-13	-3	3	-7	-1
Furin inhibitor	-14	-4	-20	-4	-18[20 µM]	-17[20 µM]	-63	-23[20 µM]
Runt-SMMHC FRET	-2	-6	-3	4	1	-3	80*	2
RBBP9 inhibitor	-7	4	-1	-8	-5	-1	-13	-7
Runt-CBFb FRET	2	7	1	-1	0	1	47	0
Calpain2 inh	3	-11	-18	14	-42	4	-323	-1

17. O/N=C\c1ccc(-c2ccccc2)o1
18. CCc1cccc(CC)c1NC(=O)/C(C#N)=C/c1ccccc1C(F)(F)F
19. O=C(CSc1nnnn1-c1ccccc1)Nc1ncc2c(n1)CC(c1ccccc1)CC2=O (stereo not given)
20. C/C(CC(=O)Nc1cccc(C(F)(F)F)c1)=N\NC(=O)Cc1ccccc1
21. CCOc1cc(N2CCOCC2)c(OCC)cc1NC(=O)c1ccc(OC)cc1
22. O=C(N/N=C/c1ccc(-c2ccccc2C(=O)O)o1)c1cccs1
23. CCn1ncc([N+](=O)[O-])c1C(=O)Nc1cc(C)on1
24. CN(C)S(=O)(=O)c1ccc(N2CCCC2)c(C(=O)Nc2nc3ccc(F)cc3s2)c1
Assay by compound	17	18	19	20	21	22	23	24
EBV gp42 inh	4	-1	-15	-6	-8	5	-15	-41
TbHK1 inh	22	3	1	-3	-6	-54	23	-4
NCF1 inh	0	-7	-10	-1	-3	-6	3	-99
p97 inhibitor	4	2	5	2	-1	3	6	5
Furin inhibitor	-13	-9	-11[20 µM]	8	-9	11	-15	-21
Runt-SMMHC FRET	5	-1	0	3	1	-4	3	4
RBBP9 inhibitor	-2	-3	1	-2	-2	-3	3	-4
Runt-CBFb FRET	1	-1	2	0	-1	6	0	0
Calpain2 inh	4	-21	16	-2	-13	-51	12	1

25. C/C(=N\NC(=O)c1ccc(Cl)cc1)c1ccc(N2CCOCC2)cc1
26. COc1ccc(OCC(=O)Nc2ccc(N3CCC(C)CC3)cc2)cc1
27. CCOC(=O)c1cnn(-c2ccccc2)c1NC(=O)CSc1nnc(-c2cccs2)n1CC
28. CC(=O)C1=C(C)NC(=O)NC1c1cc(Br)ccc1OCC#N (stereo not given)
29. CCN(CC)S(=O)(=O)c1ccc(C)c(NC(=S)Nc2cccc(S(=O)(=O)N3CCCCCC3)c2)c1
30. Cc1cc(OCC(=O)N(C)C)c2c(-c3ccccc3)cc(=O)oc2c1
31. O=C(CSc1nc2c(c(=O)n1-c1ccc(Cl)cc1)SCC2)N1CCOCC1
32. CCN(CC)c1ccc(NC(=O)c2cncc(Br)c2)cc1
Assay by compound	25	26	27	28	29	30	31	32
EBV gp42 inh	-6	6	-19	-17	4	-8	-5	-20
TbHK1 inh	1	0	-3	-5	22	-22	-35	-9
NCF1 inh	-13	-10	-7	4	-19	1	-1	-5
p97 inhibitor	6	1	4	-4	3	-1	-5	-5
Furin inhibitor	-28	-4	-17[20 µM]	-17[20 µM]	-12	-18	14	-19[20 µM]
Runt-SMMHC FRET	-3	0	3	-1	-2	-2	0	6
RBBP9 inhibitor	2	-7	6	-4	-7	-9	-9	-2
Runt-CBFb FRET	1	2	2	2	0	3	0	22
Calpain2 inh	-43	-20	-42	-9	-22	-44	-22	2

33. CCOC(=O)c1c(C)n(C)c2cc([N+](=O)[O-])c(O)c([N+](=O)[O-])c12
34. CC12CC(NC(=O)N1c1cccc(C(=O)N3CCN(c4ccccc4)CC3)c1)c1ccccc1O2 (stereo not given)
35. CC1(CC(=O)Nc2ccccc2)NC(=S)N(c2ccccc2)N1 (stereo not given)
36. CC1CCC2(CC1)NC(=O)N(CC(=O)NC(=O)Nc1ccc3c(c1)OCCO3)C2=O (stereo not given)
37. Cc1cccc(NC(=O)CN2C(=O)NC(Cc3ccccc3)C2=O)c1 (stereo not given)
38. CCO[C@H]1OC(C(N)=O)=C[C@@H](c2ccc(Br)cc2)[C@@H]1CCCO
39. COc1ccc(Nc2ccncc2[N+](=O)[O-])cc1
40. COc1cc(C=O)ccc1OC(=O)c1ccncc1
Assay by compound	33	34	35	36	37	38	39	40
EBV gp42 inh	-8	-18	-8	-12	-47	-3	-5	-20
TbHK1 inh	-19	3	-7	-6	-3	-5	-3	-41
NCF1 inh	-5	-1	-6	-3	-5	3	-12	-4
p97 inhibitor	-6	1	1	6	5	5	0	4
Furin inhibitor	3	-12[20 µM]	-36	-17	-22[20 µM]	-24	-13	-2
Runt-SMMHC FRET	0	2	4	-9	-3	-4	-1	nt
RBBP9 inhibitor	-4	-5	-5	7	7	3	-10	-7
Runt-CBFb FRET	-3	-1	6	-3	-2	-1	1	nt
Calpain2 inh	17	-19	4	14	20	22	-7	1

41. Cc1noc(C)c1S(=O)(=O)N(CC(=O)NCc1ccc2c(c1)OCO2)c1ccc(C(C)C)cc1
42. COC(=O)C1C(=O)OC(C)(C)C1C(C)C(=O)c1ccccc1 (stereo not given)
43. COc1ccc(NC(=O)CN2CCC(C(N)=O)(N3CCCCC3)CC2)cc1
44. CC(C)NC(=O)C1CCN(C(=O)c2ccc(-c3ccccc3)cc2)CC1
45. CCNc1nc(NCC)nc(C(=O)NN)n1
46. CCn1c(SCC(=O)c2ccc(Cl)cc2)nnc1-c1cccs1
47. CCCC(=O)Nc1nc2c(c(=O)[nH]1)CCCC2
48. CC1(C)CC(=O)c2cnc(N)nc2C1
Assay by compound	41	42	43	44	45	46	47	48
EBV gp42 inh	-13	-16	-14	-18	-8	-6	-6	-8
TbHK1 inh	-5	-7	3	0	-2	-3	36	2
NCF1 inh	-14	9	-5	-11	-67	-10	-9	-8
p97 inhibitor	-2	-8	-3	-8	2	1	2	-5
Furin inhibitor	-23	-1[20 µM]	-18[20 µM]	-2[20 µM]	-6[20 µM]	5[20 µM]	-16[20 µM]	-7[20 µM]
Runt-SMMHC FRET	0	2	-2	0	7	0	-2	-5
RBBP9 inhibitor	-5	14*	7	-3	8	-1	-9	-4
Runt-CBFb FRET	-2	1	0	1	-1	-1	-1	nt
Calpain2 inh	19	2	6	2	-11	-4	-11	-28

# Complete entries, looked up by structure. Screens in order: EBV gp42 inh | TbHK1 inh | NCF1 inh | p97 inhibitor | Furin inhibitor | Runt-SMMHC FRET | RBBP9 inhibitor | Runt-CBFb FRET | Calpain2 inh
# Results for `COC(=O)C1C(=O)OC(C)(C)C1C(C)C(=O)c1ccccc1` (stereo not given) : -16 | -7 | 9 | -8 | -1[20 µM] | 2 | 14* | 1 | 2
# Results for `CCNc1nc(NCC)nc(C(=O)NN)n1` : -8 | -2 | -67 | 2 | -6[20 µM] | 7 | 8 | -1 | -11

# (next part)
49. CC(=O)c1cccc(N(CC(=O)N2CCCC2)S(C)(=O)=O)c1
50. Cc1cc(C)cc(-n2c(SC(C)C(=O)NCc3ccc4c(c3)OCO4)nc3ccccc3c2=O)c1 (stereo not given)
51. C=C1c2cc(C)ccc2NC(=O)N1c1ccccc1
52. Cc1ccc(C)c(C(=O)COc2ncnc3ccccc23)c1
53. CCN(CC)CCn1c(N)nc2ccccc21
54. COc1cccc(C(=O)Nc2cc([N+](=O)[O-])ccc2N2CCN(C)CC2)c1
Assay by compound	49	50	51	52	53	54
EBV gp42 inh	-2	-10	7	-2	-13	-18
TbHK1 inh	3	2	-1	-9	-9	-14
NCF1 inh	-9	6	-7	-1	6	1
p97 inhibitor	-2	6	3	-4	4	5
Furin inhibitor	-16[20 µM]	-11	-9	-20	-17	-15[20 µM]
Runt-SMMHC FRET	2	2	4	2	-1	-3
RBBP9 inhibitor	-5	21*	-6	-6	-3	3
Runt-CBFb FRET	0	-1	-2	-2	2	-2
Calpain2 inh	-3	-7	-22	3	-3	17

# Among those listed so far, three have bromine.
28. CC(=O)C1=C(C)NC(=O)NC1c1cc(Br)ccc1OCC#N (stereo not given)
32. CCN(CC)c1ccc(NC(=O)c2cncc(Br)c2)cc1
38. CCO[C@H]1OC(C(N)=O)=C[C@@H](c2ccc(Br)cc2)[C@@H]1CCCO
Assay by compound	28	32	38
EBV gp42 inh	-17	-20	-3
TbHK1 inh	-5	-9	-5
NCF1 inh	4	-5	3
p97 inhibitor	-4	-5	5
Furin inhibitor	-17[20 µM]	-19[20 µM]	-24
Runt-SMMHC FRET	-1	6	-4
RBBP9 inhibitor	-4	-2	3
Runt-CBFb FRET	2	22	-1
Calpain2 inh	-9	2	22
